CHT PAM = CHT positive allosteric modulators, primary screen, cell-based, membrane potential dye, choline EC20; High affinity choline transporter 1 (Homo sapiens), Q9GZV3; CHT-expressing cells; stronger effect = higher value; LV-AA mutant CHT in HEK293 cells; B-score at 10 µM; hit rate 0.49% among 310,000;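 active means initial fluorescence not abnormally high and integrated response B-score, plate-corrected, over 3 SD above library mean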
Target sequence (Q9GZV3 whole entry, looked up): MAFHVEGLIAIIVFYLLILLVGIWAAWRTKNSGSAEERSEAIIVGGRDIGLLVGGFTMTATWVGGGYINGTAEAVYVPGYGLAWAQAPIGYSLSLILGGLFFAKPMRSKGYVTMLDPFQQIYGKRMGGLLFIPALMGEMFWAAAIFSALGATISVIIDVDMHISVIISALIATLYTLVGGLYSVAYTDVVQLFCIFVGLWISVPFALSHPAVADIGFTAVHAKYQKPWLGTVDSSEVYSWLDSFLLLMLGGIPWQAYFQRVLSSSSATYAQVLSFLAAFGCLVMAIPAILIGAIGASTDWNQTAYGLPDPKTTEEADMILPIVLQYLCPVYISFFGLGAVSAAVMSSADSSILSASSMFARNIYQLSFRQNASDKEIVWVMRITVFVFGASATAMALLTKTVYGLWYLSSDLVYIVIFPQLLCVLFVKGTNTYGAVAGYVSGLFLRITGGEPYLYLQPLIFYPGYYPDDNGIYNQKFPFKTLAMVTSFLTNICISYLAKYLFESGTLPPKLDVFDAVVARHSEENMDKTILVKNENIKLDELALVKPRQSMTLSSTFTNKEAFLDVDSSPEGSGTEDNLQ
OX1R antagonist = OX1R (HCRTR1) antagonists, primary screen, fluorescence, CHO/OX1R cells, Fluo-8 calcium, orexin A; Fluo-8 calcium fluorescence; inhibition, % at 5 µM; hit rate 0.43% among 330,000; AID 434989, 2010;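 active means inhibition above its plate's threshold, mean inhibition of all tested compounds on the plate plus 3 SD, cut at about 37% in these data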;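 further: 0% = orexin A challenge wells and 100% = SB-334867-A antagonist wells; not every result past the cut was called active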
Target sequence (O43613 whole entry, looked up): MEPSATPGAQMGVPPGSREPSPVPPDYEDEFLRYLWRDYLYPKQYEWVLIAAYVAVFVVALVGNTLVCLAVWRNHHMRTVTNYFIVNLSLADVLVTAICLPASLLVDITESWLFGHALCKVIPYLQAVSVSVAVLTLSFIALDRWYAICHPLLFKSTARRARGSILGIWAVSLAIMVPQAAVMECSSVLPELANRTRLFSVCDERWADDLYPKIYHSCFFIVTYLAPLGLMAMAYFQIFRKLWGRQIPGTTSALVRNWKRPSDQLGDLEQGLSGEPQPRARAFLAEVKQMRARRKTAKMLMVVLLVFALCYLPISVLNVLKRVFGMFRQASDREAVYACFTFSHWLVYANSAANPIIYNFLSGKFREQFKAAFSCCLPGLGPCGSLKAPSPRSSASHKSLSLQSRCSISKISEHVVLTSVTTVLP
An asterisk follows results filed as active; i = inactive; x = not tested or not shown.

SMILES	CHT PAM	OX1R antagonist
FC(F)(F)c1nc(NCC2CCCO2)c2nnn(Cc3ccccc3Cl)c2n1 (stereo not given)	i	-19
Fc1cccc(Nc2ncnc3sccc23)c1	i	-3
OCc1c[nH]c(=S)n1CCOc1cccc(C(F)(F)F)c1	i	-8
COc1cc(C(O)c2nc3ccccc3s2)cc(OC)c1OC (stereo not given)	i	-6
CCN(CC)S(=O)(=O)c1ccc(N2CCN(C)CC2)c(NC(=O)Nc2ccccc2F)c1	i	-15
CC1(C)c2[nH]c3ccccc3c2C[C@@H]2C(=O)N(Cc3ccccc3Cl)C(=O)N21	i	-10
O=C(N/N=C\c1ccc(F)cc1)c1ccc(Cn2cc(Br)c([N+](=O)[O-])n2)o1	i	-13
COc1ccc(N(CC(O)Cn2c3ccccc3c3ccccc32)S(=O)(=O)c2ccccc2)cc1 (stereo not given)	i	-50
CC(c1nnc(SCC(=O)N2CC(=O)Nc3ccccc32)n1Cc1ccccc1)N(C)C (stereo not given)	i	-21
Cn1cc(S(=O)(=O)Nc2ccc(OC(F)(F)F)cc2)c(=O)n(C)c1=O	i	-15
Cc1cc(C)n(/N=C/c2c[nH]c3ccccc23)c(=O)c1	i	-3
COc1ccc(CNC(=O)C2Cc3ccccc3CN2C(=O)c2ccco2)cc1 (stereo not given)	i	-15
Cc1ccc(-c2cc(=O)c3cc(F)ccc3[nH]2)cc1	i	-7
CCCc1cc(C(=O)N2CCN(c3ccccc3C)CC2)cs1	i	-21
COc1cc2ncnc(NCc3ccccc3C)c2cc1OC	i	-14
Cc1sc2c(c1C)c(=O)n(-c1ccccc1)c1nncn21	i	0
COC(=O)/C=C1/SC(=NC(=O)c2cccc([N+](=O)[O-])c2)NC1=O	i	6
CCn1ncc(C(=O)Nc2cccc(Cl)c2)c1C	i	4
Cc1nnc2ccc(-c3ccc(NS(=O)(=O)c4ccc(Cl)s4)cc3)nn12	x	-1
CCC(CC)NC(=O)Cc1ccccc1OC	i	-17
COc1ccccc1[N+](=O)[O-]	x	-17
CC(C)=CCC[C@](C)(OC1OC(COC2OCC(O)C(O)C2O)C(O)C(O)C1O)C1CC[C@]2(C)C1C(O)CC1[C@@]3(C)CCC(O[C@@H]4O[C@H](CO)C(O)C(O)C4O[C@@H]4OC(CO)C(O)C(O)C4O)C(C)(C)C3CC[C@]12C (stereo not given in full)	x	-8
Cc1cc2c(c(SCC(=O)Nc3ccc(C)c(C)c3)n1)C(=O)OC2	i	-12
CC(=O)N1CCN(S(=O)(=O)c2cccc(C(=O)OCN3C(=O)c4ccccc4C3=O)c2)CC1	i	-7
CCc1ccc2c(c1)C(c1ccc([N+](=O)[O-])cc1)=NNC(c1ccc(Br)cc1)=N2	i	-30
COc1ccc(S(=O)(=O)NCc2cc(=O)n(C)c(=O)n2C)cc1F	i	-12
COc1ccc2c(CC(=O)N(C)CC3COc4ccccc4O3)coc2c1 (stereo not given)	i	-30
CCOc1ccc(NC(=O)CSc2nncn2C)cc1	i	8
CC(=O)N(C)c1ccc(N=Nc2c(C)[nH]n(-c3ccccc3)c2=O)cc1	i	-12
Cc1cccc(C)c1NC(=O)N1CC(C)OC(C)C1 (stereo not given)	i	8
Cc1cccnc1NC(=O)c1sc2ccccc2c1Cl	i	-4
NS(=O)(=O)c1cccc(NC(=O)CNC(=O)CC23CC4CC(CC(C4)C2)C3)c1	i	-10
O=C(Nc1ccc2c(c1)OCCO2)c1oc2ccccc2c1NC(=O)C1CC1	i	-22
CCOc1ccc(/C=N/n2cc(-c3ccccc3)[nH]c2=S)cc1	i	-22
COc1ccc(C(=O)N/C(=C\c2cn(S(=O)(=O)N(C)C)c3ccccc23)C(=O)NCCCn2ccnc2)cc1	i	-12
COC(=O)c1ccc(C(=O)OC)c(NC(=O)C(C)(C)C)c1	i	-14
CN(C)CCNC(=O)c1ccc(COCC(F)(F)F)cc1	i	-21
COc1ccc(/C=C\C(=O)c2c(O)ccc3c(C)cc(=O)oc23)cc1	i	-21
CCOc1ccc(N(CC(=O)N2CCN(c3ccc(F)cc3)CC2)S(=O)(=O)c2c(C)noc2C)cc1	i	-4
O=C(COC(=O)c1ccccc1O)Nc1cc(S(=O)(=O)N2CCCCCC2)ccc1Cl	x	-9

Sorted by molar mass (smallest number first): part of the list above.
SMILES	CHT PAM	OX1R antagonist
COC(=O)c1ccc(C(=O)OC)c(NC(=O)C(C)(C)C)c1	i	-14
NS(=O)(=O)c1cccc(NC(=O)CNC(=O)CC23CC4CC(CC(C4)C2)C3)c1	i	-10
O=C(COC(=O)c1ccccc1O)Nc1cc(S(=O)(=O)N2CCCCCC2)ccc1Cl	x	-9

Additional records follow.
SMILES	CHT PAM	OX1R antagonist
CC(=O)c1cc(Cl)ccc1OCC(=O)Nc1cccc(S(=O)(=O)N2CCCC2)c1	x	-1
Cc1cccc(N2CCN(C(=O)c3ccc(NC4=NC5CS(=O)(=O)CC5S4)cc3)CC2C)c1 (stereo not given)	i	-10
COC(=O)NNC(=O)COc1ccccc1C	i	1
CC(C)COC(=O)Cn1cnc2ccc(Br)cc2c1=O	i	-14
Cn1c(=O)cc(-c2ccccc2)c2ccccc21	i	-8
COc1ccc(CCN(C)C(=O)c2ccc3c(=O)n4c(nc3c2)CCCCC4)cc1OC	x	-21
COc1cc(C(=O)Nc2ccc(S(=O)(=O)N3CCc4ccccc43)cc2)cc(OC)c1OC	i	5
CCOC(=O)[C@H]1[C@H]2COc3ccc(Br)cc3[C@@H]2N2C(=O)CN(Cc3ccc(OC)cc3)C(=O)[C@@]12C	x	-5
CS(=O)(=O)Nc1nc2n(n1)C(c1ccccc1)C=C(c1ccc(Br)cc1)N2 (stereo not given)	i	13
CN1C(=O)C(C)(C)c2cc(S(=O)(=O)N3CCCC(C(=O)NCc4ccc(Cl)cc4)C3)ccc21 (stereo not given)	i	-25
COc1cc(C(=O)OCC(=O)Nc2nnc(-c3ccccc3)o2)cc(OC)c1OC	i	-10
Cc1ccc(-n2cc(CNCCCN3CCCC3=O)c(-c3ccc(F)cc3)n2)cc1	i	-42
O=C(CN1CCCC1c1cccs1)N1CCN(S(=O)(=O)c2cccc(F)c2)CC1 (stereo not given)	x	-3
CC(C)OCCCNC(=O)c1ccccc1Oc1ccccc1	i	-14
CC1(C)NC(=O)N(CC(=O)OCC(=O)c2ccc(Br)s2)C1=O	x	-7
O=C(COC(=O)c1c2c(nc3ccccc13)CCN(Cc1ccccc1)C2)Nc1c(F)cccc1F	i	-1
CCCN1C(=O)c2ccc(C(=O)NC3CCCCC3)cc2C1=O	i	-11
CCCCOC(=O)c1cccc(NC(=O)CCC(=O)O)c1	i	-20
O=S(=O)(/C=C/c1ccccc1)N1CCN(c2nc(-c3cccnc3)nc3ccccc23)CC1	i	-14
O=c1[nH]ncc(N/N=C\c2ccc(O)cc2O)c1Cl	i	-19
Cc1ccc(-n2nc3c(N4CCC(C(=O)N5CCN(C)CC5)CC4)nnc(C)c3c2C)cc1	i	-34
CCc1ccc(Nc2nnc(SCC(=O)c3c(N)n(C4CC4)c(=O)[nH]c3=O)s2)cc1	x	-17
O=C(c1oc(=O)c2ccccc2c1-c1ccccc1)N1CCC(O)CC1	i	-26
COc1ccccc1S(=O)(=O)Cc1ccc(C(=O)NCc2cccs2)o1	i	-5
COc1ccc(CCNC(=O)Cn2c(=O)[nH]c3ccsc3c2=O)cc1OC	i	-4
Cn1cc(C(=O)C(=O)NCCc2ccccc2)c2ccccc21	i	x
O=C(OCC(=O)N1CCCC1)c1cc(F)c(F)cc1Cl	i	-18
O=C(Nc1cc(F)c(Br)cc1F)c1ccc(Cl)cc1	i	-19
Cc1ccc(NS(=O)(=O)c2coc(C(N)=O)c2)cc1F	i	-3
O=C(OCC(=O)N1CCN(C(=O)c2ccco2)CC1)c1c(Cl)cccc1Cl	x	14
Cc1ccc(S(=O)(=O)N(CC(=O)NCc2ccco2)C2CCCCC2)cc1	i	-26
O=C(NC1CCCN(Cc2ccc(Cl)cc2)C1)c1cnc2ccccn2c1=O (stereo not given)	i	-36
COc1cc(/C=C2\SC(=S)N(CC(=O)O)C2=O)ccc1OS(=O)(=O)c1ccc(C)cc1	i	1
Cc1ccc2c(=O)c(C(=O)NCc3cccs3)c[nH]c2c1	i	-22
COc1ccc(/C=C/c2ccc3c(Br)ccc(O)c3n2)cc1	i	-18
Cn1cc(/C=C/c2nc3ccccc3c(=O)n2-c2cccc([N+](=O)[O-])c2)c2ccccc21	i	-31
O=C(O)CCCN1C(=O)/C(=C\c2ccc(-c3nc4ccccc4s3)o2)SC1=S	i	-2
Cn1c2c(c(=O)n(C)c1=O)C(C(F)(F)F)(C(F)(F)F)N=C(C1CCCCC1)N2	i	-6
COc1ccc(S(=O)(=O)NCCCN2CCCC2=O)c(OC)c1	i	-6
O=C(Cn1c(-c2ccco2)nc2ccccc21)N1CCCCC1	i	-25
C=CCNC(=S)N1CCc2[nH]c3ccccc3c2C1	i	-5
COc1cccc2sc(N(CCCN(C)C)C(=O)c3ccc(S(=O)(=O)N4CCc5ccccc5C4)cc3)nc12	i	-21
COc1ccc(N2CCN(C(=O)CSc3nc4nc(C)cc(C)n4n3)CC2)cc1	x	-14
O=C1c2ccccc2C(=O)N1c1n[nH]c(CCc2ccccc2)n1	i	-16
O=C(NCc1ccccc1)NC(=O)c1ccncc1	i	-9
O=C(CCC(=O)Nc1ccccc1)N/N=C/c1ccccc1F	i	-4
CC1CCCN(S(=O)(=O)c2ccc(C(=O)Nc3nnc(C4CC4)o3)cc2)C1 (stereo not given)	i	-12
CSc1ccc(-c2ccco2)nn1	i	0
COC(=O)C1=C(C)N(Cc2ccccc2)C(=NCCc2ccccn2)N[C@H]1c1cccc(C(F)(F)F)c1	x	11
CCN1CCN(c2c(Cl)cccc2NC(=O)c2ccc3c(c2)OCCO3)CC1	i	-23
CCOC(=O)N/N=C(\C)c1cccs1	i	-13
CN1C(=O)/C(=C/c2ccccc2OCc2ccccc2)NC1=S	i	-26
CNC(=O)c1cc(C(=O)c2ccccc2C(F)(F)F)c[nH]1	i	-26
CCOc1ccc(CN(C)C(=O)c2ccc3c(c2)NC(=O)C(C)S3)cc1OC (stereo not given)	x	-6
O=C(NC1CCCCC1)c1cc(S(=O)(=O)N2CCN(c3ccccc3)CC2)ccc1Cl	x	-6
CSCCC(NC(N)=O)C(=O)Nc1ccc2ccccc2c1 (stereo not given)	i	-14
CN(C)CCNC(=O)c1ccccc1-c1cc2ccccc2c(=O)o1	i	x
CCOC(=O)NC(=O)CSc1nnc(SCCC(=O)O)s1	i	-3
O=C(O)C1(c2ccccc2)CCN(S(=O)(=O)c2ccc(Cl)cc2)CC1	i	2
CCOC(=O)CSc1nc(N)c(C#N)c(-c2ccc(OC)cc2)c1C#N	i	7

Other structures follow.
SMILES	CHT PAM	OX1R antagonist
O=C(NNC(=O)c1oc2ccccc2c1-n1cccc1)c1ccco1	i	-17
O=C(COc1ccccc1)Nc1cccc(-c2nn[nH]n2)c1	i	-8
Cc1cccc(NC(=O)C2CCCN(S(=O)(=O)c3cccc4nsnc34)C2)c1 (stereo not given)	i	13
CN(C)c1ccc(CNc2nc(-c3ccccc3)nn2S(C)(=O)=O)cc1	i	-15
O=C1C2CC=C(Cl)CC2C(=O)N1CCN1CCOCC1 (stereo not given)	i	-11
COc1ccc(NS(=O)(=O)c2cc(NC(=O)C3CCCCC3)ccc2N2CCOCC2)cc1	i	-17
CC(OC(=O)/C=C/c1cccc(C(F)(F)F)c1)C(=O)NC1CCCCC1C (stereo not given)	i	-9
C(=C\c1ccccc1)/C=N/Nc1nc2ccccc2[nH]1	i	-37
Fc1cccc(Nc2nc3ccccc3n3nnnc23)c1	i	-12
CC1=NN(c2ccc(Br)cc2)C(=O)/C1=C/c1cccs1	i	-3
COc1ccc(C(=O)NCCS(=O)(=O)NCc2ccco2)cc1	i	-11
Clc1ncccc1-c1nnn(-c2ccccc2Br)n1	i	-29
COc1ccc(/C=C2/C(=O)N=C(N)N2C)cc1OC	i	-3
CCC(C)NC(=S)N1CCN(Cc2ccccc2)CC1 (stereo not given)	i	-27
CCCCCn1c(N)c(C#N)c2nc3ccccc3nc21	i	3
COC(=O)Cc1ccc(NC(=O)c2ccc3c(c2)C(=O)N(Cc2ccco2)C3=O)cc1	i	-2
COc1ccc(C(=O)N/N=C(/C)c2ccc(N3CCCCC3)cc2)cc1	i	-8
CCNCC(O)COCC(O)CNCC (stereo not given)	i	-1

Grouped by structure: those above containing a furan ring, fused or not.
SMILES	CHT PAM	OX1R antagonist
O=C(N/N=C\c1ccc(F)cc1)c1ccc(Cn2cc(Br)c([N+](=O)[O-])n2)o1	i	-13
COc1ccc(CNC(=O)C2Cc3ccccc3CN2C(=O)c2ccco2)cc1 (stereo not given)	i	-15
COc1ccc2c(CC(=O)N(C)CC3COc4ccccc4O3)coc2c1 (stereo not given)	i	-30
O=C(Nc1ccc2c(c1)OCCO2)c1oc2ccccc2c1NC(=O)C1CC1	i	-22
COc1ccccc1S(=O)(=O)Cc1ccc(C(=O)NCc2cccs2)o1	i	-5
Cc1ccc(NS(=O)(=O)c2coc(C(N)=O)c2)cc1F	i	-3
O=C(OCC(=O)N1CCN(C(=O)c2ccco2)CC1)c1c(Cl)cccc1Cl	x	14
Cc1ccc(S(=O)(=O)N(CC(=O)NCc2ccco2)C2CCCCC2)cc1	i	-26
O=C(O)CCCN1C(=O)/C(=C\c2ccc(-c3nc4ccccc4s3)o2)SC1=S	i	-2
O=C(Cn1c(-c2ccco2)nc2ccccc21)N1CCCCC1	i	-25
CSc1ccc(-c2ccco2)nn1	i	0
O=C(NNC(=O)c1oc2ccccc2c1-n1cccc1)c1ccco1	i	-17
COc1ccc(C(=O)NCCS(=O)(=O)NCc2ccco2)cc1	i	-11
COC(=O)Cc1ccc(NC(=O)c2ccc3c(c2)C(=O)N(Cc2ccco2)C3=O)cc1	i	-2
